# Source: PubChem BioAssay
# TSG101-PTAP inh = blocks PTAP/TSG101 interaction to inhibit HIV-1 budding. Fluorescence polarization, FITC-PTAP peptide / Tsg101 binding. Potency, µM (top dose mostly 115 µM), without a hit: top-dose activity change, negative = inhibition, actives largely listed as inhibitors. 340,000 tested, under 10 active; active = well fitted inhibition curve with a large enough effect in the main read-out, with a control signal flat, not every such curve was filed as active; inconclusive = small, poorly fitted or top-dose-only effect, or effect the other way, or a change in a side signal; inactive = no such curve, though single readings can be large or run the other way; note: potency is the fitted concentration of half-maximal effect; % of control where 0% means no effect
#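 Fluorescence polarization binding of Tsg101 binding domain (10 uM final) to FITC-labeled PTAP peptide (50 nM final) in HEPES pH 7.5 buffer with NaCl, Tween 20, EDTA, TCEP. Compounds added before peptide; binding 20 min at RT.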
# TSHR antagonist = blocks TSH signaling through the human TSH receptor; P16473; activity change, negative = inhibition, % at 11.5 µM; TSHR-expressing cells, TSH-stimulated cAMP HTRF, 2 h; stronger effect = lower value; 0.2% of 330,000 active;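 active = activity change below a set negative limit, meaning inhibition stronger than a set level, cut at about -70% in these data; inconclusive = activity change between two set negative limits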; note: % is set by controls: 0 for no effect and ±100 for the full control effect
#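 Antagonism was scored as loss of TSH-driven cAMP in TSHR cells, stimulated with 4nM TSH (EC80) for 2 hours at 37 deg C and detected by homogeneous HTRF competition immunoassay.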
# TCR act = activates T cell receptor signaling; 330,000 tested, under 10 active; primary human leukocytes, anti-CD3, IL-2 HTRF, 48 h; Potency, µM (titrated, usually from 9.22 µM), for the others: at the top dose activation of IL-2 secretion, actives largely listed as activators; note: % of control where 0% means no effect
#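 48 hr co-incubation of compounds, a-CD3 beads and primary human leukocytes; IL-2 quantified homogeneously by HTRF with anti-IL-2 K and d2 conjugates.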
# Tb PFK block = T. brucei PFK enzyme inhibition; 0.17% of 330,000 active; T. brucei PFK, ADP-Glo luminescence; O15648; Potency, µM (titrated, usually from 57.5 µM), for inactives: at the highest dose activity, negative = inhibition, usual class: inhibitors; AID 485367;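 note: potency is the fitted concentration of half-maximal effect; 0% = uninhibited 1x PFK enzyme wells and -100% = no-enzyme wells; nearly all actives have a fitted effect of over 60% in size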
# Target sequence (O15648 whole entry, looked up): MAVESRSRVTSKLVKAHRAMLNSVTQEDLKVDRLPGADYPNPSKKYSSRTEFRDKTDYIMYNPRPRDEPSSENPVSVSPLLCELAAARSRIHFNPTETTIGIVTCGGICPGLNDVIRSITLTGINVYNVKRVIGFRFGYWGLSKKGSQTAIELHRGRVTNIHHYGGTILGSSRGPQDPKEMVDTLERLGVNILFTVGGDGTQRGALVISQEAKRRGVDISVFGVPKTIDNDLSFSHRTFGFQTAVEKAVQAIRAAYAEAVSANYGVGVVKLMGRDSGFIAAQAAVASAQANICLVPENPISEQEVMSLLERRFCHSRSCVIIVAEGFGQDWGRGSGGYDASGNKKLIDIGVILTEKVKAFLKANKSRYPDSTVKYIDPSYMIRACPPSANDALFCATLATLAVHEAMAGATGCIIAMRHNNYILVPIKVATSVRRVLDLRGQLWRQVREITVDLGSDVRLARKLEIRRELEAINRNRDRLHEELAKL
#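 Compounds were pin-transferred as a titration series up to 57 uM into substrate buffer (0.5 mM F6P, 0.1 mM ATP, pH 8.0), then 1.25 nM PFK was added and reactions ran 45 min before ADP-Glo detection.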
# B2AR arrestin = recruits beta-arrestin to the human beta2-adrenergic receptor; P07550; beta-arrestin recruitment to beta2AR, cell-based reporter; Potency, µM (top dose mostly 46.1 µM), for inactives: at the highest dose activation, actives largely listed as activators; 0.02% of 330,000 active;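 note: potency is the fitted concentration of half-maximal effect; 0% = DMSO controls and full agonism = EC100 isoproterenol or metaproterenol; nearly all actives have a fitted effect of over 65% in size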
# Target sequence (P07550 whole entry, looked up): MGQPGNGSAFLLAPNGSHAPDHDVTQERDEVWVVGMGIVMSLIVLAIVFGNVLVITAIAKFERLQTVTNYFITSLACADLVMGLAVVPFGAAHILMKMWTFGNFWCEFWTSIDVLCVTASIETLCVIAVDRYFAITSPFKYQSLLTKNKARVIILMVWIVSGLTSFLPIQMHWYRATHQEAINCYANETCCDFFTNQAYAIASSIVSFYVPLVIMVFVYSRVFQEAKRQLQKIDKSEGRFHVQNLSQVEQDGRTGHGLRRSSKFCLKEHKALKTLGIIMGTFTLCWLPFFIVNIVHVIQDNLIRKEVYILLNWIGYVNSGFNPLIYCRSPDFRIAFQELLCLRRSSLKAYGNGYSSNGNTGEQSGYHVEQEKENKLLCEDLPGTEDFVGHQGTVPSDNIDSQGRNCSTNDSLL
# uPA generation = blocks generation of uPA at the cell surface | Potency, µM (top dose mostly 38.3 µM), inactives show top-dose activity change, negative = inhibition, actives largely listed as inhibitors | AID 540303 | 0.31% of 330,000 active | cell surface uPA generation assay, qHTS; active = well fitted inhibition curve with a large enough effect; inconclusive = small, poorly fitted or top-dose-only effect; inactive = no such curve, though single readings can be large or run the other way; tested in mouse RAW 264.7 cells; note: potency is the fitted concentration of half-maximal effect; % is set by controls: 0 for no effect and ±100 for the full control effect; nearly all actives have a fitted effect of over 55% in size
# Chronic BCR inh = blocks chronic active B-cell receptor signaling. ABC-DLBCL IkBa-CBG/CBR reporter, luminescence ratio, 4 h. Potency, µM (doses to about 46.1 µM), without a hit: at the highest dose ratio change, negative = lower green/red ratio, actives largely listed as inhibitors. 0.05% of 340,000 active. AID 493014; active = well fitted inhibition curve with a large enough effect in the signal ratio, with a control signal flat, not every such curve was filed as active; inconclusive = small, poorly fitted or top-dose-only effect, or effect the other way, or a change in a side signal; the % refers to the signal ratio;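 note: potency is the fitted concentration of half-maximal effect; plate controls were basal doxycycline-induced cells for no effect and cells given 10 µM MG132 for full effect; MG132 reads +100%, hits lower the ratio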
#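 Doxycycline induced both beetle luciferases in TMD8 lymphoma cells; IKK-driven degradation limits the IkappaBalpha-fused green signal, while red luminescence normalises for cell number and nonspecific effects. Compounds tested up to 46 uM, 4 hrs.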
# ELG1 repair inh = inhibitors of ELG1-dependent DNA repair in HEK293T cells; 2.3% of 330,000 active; Potency, µM (doses to about 46.1 µM), without a hit: at the highest dose activity change, negative = inhibition, hits mostly inhibitors; HEK293T ELG1-luciferase reporter, luminescence, 16 h; DNA damage induced by 5-fluorouridine; note: potency is the fitted concentration of half-maximal effect; % is set by controls: 0 for no effect and ±100 for the full control effect; nearly all actives have a fitted effect of over 55% in size
#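 5-Fluorouridine DNA damage + compound/DMSO, 2,000 cells/well, 16 h, 37 °C/5% CO2. ONE-Glo, 30 min RT, luminescence. Readout = decrease in reporter signal.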
# Eya2 phos inh = Eya2 (human) phosphatase inhibition. O00167. recombinant Eya2, OMFP fluorescence dephosphorylation (OMFP is methylfluorescein phosphate). Potency, µM (top dose mostly 76.9 µM), without a hit: at the highest dose activity, negative = inhibition, hits mostly inhibitors. 0.006% of 330,000 active; note: potency is the fitted concentration of half-maximal effect; % is set by controls: 0 for no effect and ±100 for the full control effect
#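 Eya2 protein (added as 0.2 uM solution) was preincubated with compound for 10 min at ambient temperature in 50 mM HEPES pH 7.5, 50 mM NaCl, 5 uM MgCl2, 0.05% BSA, 1 mM DTT. OMFP (added at 50 uM) then reacted 10 min; fluorescence read at 485/525 nm.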
# Mito fusion yeast = inhibitors of mitochondrial division or activators of mitochondrial fusion; 0.23% of 320,000 active; AID 485298; S. cerevisiae fusion-defective mutant growth rescue, CellTiterGlo 48 h; Potency, µM (doses to about 46.1 µM), without a hit: at the highest dose growth rescue (activation), most hits filed as activators;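 note: potency is the fitted concentration of half-maximal effect; % of control where 0% means no effect; nearly all actives have a fitted effect of over 45% in size; temperature-sensitive fusion mutants such as fzo1-1 at 37 °C on non-fermentable ethanol glycerol medium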
#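 Compounds are tested for their ability to restore growth of mitochondrial fusion-defective yeast strains at non-permissive 37C in YPEG medium over 48 hours. Viability is quantified by luciferase luminescence.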
# USP2a block = USP2a (human) protease inhibition | O75604 | USP2 core, Ub-CHOP2 coupled fluorogenic reporter, 485/531 | Potency, µM (titrated, usually from 38.3 µM), for the others: top-dose activity change, negative = inhibition, most hits filed as inhibitors | 0.01% of 330,000 active | AID 463254;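 note: potency is the fitted concentration of half-maximal effect; plate controls were DMSO wells for no effect and full inhibition by NEM control for full effect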
#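 Deubiquitinase activity read as fluorescence (485/531 nm) after Ub-CHOP2 cleavage activates the enterokinase reporter on its substrate; USP2 core 10nM, Ub-CHOP2 and substrate 25nM each, 30min compound preincubation then 60min RT; data normalized to NEM, curves fitted.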
# * = called active by the depositor; ? = inconclusive; . = not tested or not shown; [ ] = dose if it differs, or a comment. Unless noted, calls come from the whole dose curve; as a rule, active = well fitted curve in the direction sought with a large enough effect; inconclusive = small, poorly fitted or top-dose-only effect, or another doubt; inactive = no such curve, though single readings can be large; an effect the other way counts as inactive or inconclusive.
# Results follow in this order: TSG101-PTAP inh, TSHR antagonist, TCR act, Tb PFK block, B2AR arrestin, uPA generation, Chronic BCR inh, ELG1 repair inh, Eya2 phos inh, Mito fusion yeast, USP2a block
> COc1ccc(S(=O)(=O)N2CCCCC2)cc1NC(=O)C1CCCO1 (configuration not stated)
  0%, -2, -6%, 1%, 0.1%, 8%, 2%, -3%, 13%, -3%, 11%
> CC(=O)N(c1c(C)n(C)n(-c2ccccc2)c1=O)C1(C(=O)NC2CCCC2)CCCCC1
  -5%, -4, 6%, 4%, -0.4%, 0%, 12%, 10%, -1%, -2%, 1%
> CC(=O)Nc1ccc(NS(=O)(=O)c2cccc3nonc23)cc1
  0%, -3, 1%, 2%, 0.1%, 2%, 5%, 14%, 6%, 6%, 2%
> CNC[C@@H]1Oc2ccc(NC(=O)Nc3ccccc3)cc2C(=O)N([C@@H](C)CO)C[C@H]1C
  -1%, -3, -5%, 6%, 0.4%, 9%, 1%, ?, -8%, ., 1%
> COC(=O)CCC(=O)NC(=S)Nc1ccc(S(=O)(=O)N2CCCC2)cc1
  -1%, 0, -1%, -5%, -1.1%, 0%, 12%, -1%, -7%, -2%, -1%
> Cc1ccc(NC2CCCN(C(=O)c3cn(C)c4ccccc34)C2)cc1C (configuration not stated)
  -2%, -6, -2%, -10%, 0.0%, 4%, ?, -19%, 10%, 0%, -2%
> Cc1ccc(S(=O)(=O)N2CCOCC2)cc1NC(=O)COC(=O)c1ccc(Cl)s1
  -2%, -4, -11%, 2%, -0.6%, 0%, 1%, -2%, -10%, ., -6%
> COc1ccc2cc(C(C)=O)c(=O)oc2c1
  -1%, 33, -4%[46.1 µM], 1%, -0.8%, -1%, 11%, -2%, 1%, -3%, -1%
> CCS(=O)(=O)N1N=C(c2ccccc2)CC1c1ccc2nccnc2c1 (configuration not stated)
  1%, -1, 4%[46.1 µM], 0%, -0.1%, -1%, ?, 0%, -1%, 2%, 3%
> CCN(CC)CCCn1c(=S)[nH]c2ccccc2c1=O
  -7%, 1, 4%, 3%, -0.1%, -4%, -3%, 2%, 1%, -1%, 0%
> O=C(c1ccc(Cl)cc1)N1CCN(c2cccc3[nH]ccc23)CC1
  -2%, -5, -11%, -3%, 0.0%, -1%, 12%, -5%, -26%, -13%, 3%
> COC(=O)c1ccc(C(=O)OC)c(NC(=S)N2CCN(c3ccccn3)CC2)c1
  -3%, -2, 0%, 22%, 0.7%, 2%, 0%, ?, -1%, 5%, 0%
> O=C(NCc1nnc(SCC(=O)N2CCCCCC2)o1)c1ccccc1F
  -4%, 7, 0%, 2%, 0.0%, 0%, -5%, 2%, -3%, 1%, -2%
> O=C(CSC(=S)N1CCOCC1)c1cc(Br)cc(Br)c1O
  -1%, 0, 1%, 1%, -0.1%, -1%, ?, 10%, 6%, 6%, 6%
> CCN(C(=S)NCCOC)c1cccc2ccccc12
  -6%, 13, -1%, -2%, -0.9%, -2%, 1%, 11%, 10%, 0%, 8%
> O=c1oc2c3c(nn2c2ccccc12)CCCC3
  -7%, -3, -3%, 5%, -0.2%, 1%, 5%, 2%, 1%[15.4 µM], 4%, 1%
> Cc1ccc(C)c(NC(=S)N2CCN(S(C)(=O)=O)CC2)c1
  -4%, 6, -14%, -5%, -0.3%, 3%, ?, 17%, 5%, -2%, 3%
> O=C(c1ccc(COCC(F)(F)F)o1)N1CCCC1
  -1%, 1, 0%, 0%, 0.0%, 2%, 3%, 9%, -6%, 0%, -1%
> CC(C)C(=O)Nc1nnc(Cc2c[nH]c3ccccc23)s1
  0%, -3, -3%, -2%, -0.6%, -6%, 7%, 22%, -4%, -4%, 0%
> CC(C)CN(CC(C)C)C(=S)Nc1ccc(Cl)cc1
  -10%, 6, 7%, -11%, -0.3%, 1%, ?, -1%, -11%, 3%, 0%
> COc1cc(F)ccc1CN1CCC(n2nccc2NC(=O)C2CCOC2)CC1 (configuration not stated)
  -3%, -5, 7%, -9%, 0.3%, 8%, 6%, 4%, 1%, 2%, 3%
> CN1CCC(=O)N([C@H](CO)Cc2ccccc2)CC1
  0%, 4, 3%, 0%, -0.7%, 12%, -5%, 0%, 3%, 1%, 2%
> CC1(C)CC(=O)C2=C(C1)Oc1ncn(Cc3ccco3)c(=N)c1C2c1ccccc1 (configuration not stated)
  -4%, 1, 0%, 0%, -0.8%, 14%, ?, ?, 20%, 0%, 0%
> Cc1ccc(OCc2nc(-c3cccs3)no2)c([N+](=O)[O-])c1
  -5%, -19, 3%, 4%, 0.1%, -7%, ?, ?, -11%, 1%, 1%
> C=CCn1c(=NC(=O)C2COc3ccccc3O2)sc2cc(S(N)(=O)=O)ccc21 (configuration not stated)
  -5%, -12, -10%[46.1 µM], 2%, 2.1%, -1%, ?, ?, -4%, 0%, 3%
> COc1ccc(C(=O)NN=C2CCCC2)c(OC)c1
  -1%, 1, 5%, 1%, 0.6%, 5%, -2%, ?, 16%, 1%, -1%
> C[C@H]1CN([C@@H](C)CO)C(=O)c2cc(NC(=O)CCN3CCOCC3)ccc2O[C@H]1CN(C)C(=O)Nc1ccc(F)cc1
  0%, 10, -92%, 3%, -0.1%, 6%, 2%, 10%, -22%, ., 2%
> COC(=O)c1ccc(NC(=O)C(=O)NCC2CCCO2)cc1 (configuration not stated)
  -6%, -1, 0%[46.1 µM], 7%, 0.0%, 9%, -5%, ?, -7%, -7%, -9%
> Cc1cccc(C)c1NC(=S)NCCc1ccc(O)c(O)c1
  0%, 18, ., -14%, 0.5%, -5%, ?, ?, 0%, -10%, -8%
> CCCN(S(=O)(=O)c1ccccc1F)S(=O)(=O)c1ccccc1Br
  -2%, 1, 3%, 0%, -0.4%, -5%, 7%, -8%, -10%, 4%, 0%
> Cc1c(CNC(=O)c2c([N+](=O)[O-])cnn2C)cnn1C
  -2%, 1, -2%, -2%, -0.3%, 0%, 3%, -11%, -14%, 1%, 2%
> O=C(CSc1ncccn1)Nc1ccc2c(c1)CCC2
  -5%, -1, -4%, -2%, -0.6%, 0%, 1%, ?, 10%, 0%, 3%
> Cn1c(CCc2nc3ccccc3[nH]2)n[nH]c1=S
  -5%, 42, 3%, -2%, -0.9%, 2%, -1%, -7%, -9%, -2%, 6%
> O=C(CCn1ccnc1)Nc1ccc2ccccc2c1
  -4%, 5, 0%, -3%, -0.1%, 3%, 4%, 0%, 4%, 3%, 2%
> CCC(CO)n1cnnc1-c1ccncc1 (configuration not stated)
  -7%, 0, 2%, -3%, -0.1%, 4%, -6%, 12%, 14%, 3%, 0%
> COCCCC1CCN(C(=O)C2CCC(=O)N(CCc3ccccc3)C2)CC1 (configuration not stated)
  ., 0, 4%, 0%, -1.0%, -9%, ?, ?, 4%, -2%, 1%
> O=C(C1=C[C@@H](c2ccccc2)C[C@@H](OCc2ccc(CO)cc2)O1)N1CCN(Cc2ccc3c(c2)OCO3)CC1
  2%, -7, 1%, 1%, 0.0%, ?, -29%, 15µM*, -11%, 2%, 0%
> COC(=O)c1ccc(C23CC4(C2)[C@H](CN(Cc2cccnc2)[C@@H]4c2ccccc2)C3c2ccc(Cl)nc2)cc1 (some centres not stated)
  ., -3, 5%, -8%, -0.8%, ?, ?, ?, 11%, -13%, 0%
> Cc1nc(NC(=S)NC(=O)c2ccco2)sc1C(=O)N(C)C
  -2%, 58, -1%, 2%, 0.0%, 9%, ?, ?, 2%, 1%, -1%
> CC(=O)N1CCN(CC(=O)Nc2ccc(Cl)c(S(=O)(=O)N(C)C)c2)CC1
  -3%, -2, 3%[46.1 µM], ?, -0.1%, -13%, -26%, 9%, -1%, -4%, 6%
> Cc1cccc(NC(=O)c2cc(NC(=O)C3CCCCC3C(=O)O)ccc2N2CCOCC2)c1 (configuration not stated)
  ., 7, 4%, 3%, 0.2%, -2%, 2%, ?, -29%, 0%, 4%
> O=C1CC(c2ccccc2)CC(=O)C1CS(=O)(=O)c1ccccc1 (configuration not stated)
  -1%, -8, -3%, -1%, 0.5%, -2%, 20%, 0%, 16%, 1%, 2%
> O=C(c1cccnc1NCc1ccccc1)N1CCOCC1
  -2%, 6, 2%, 1%, -0.2%, 0%, ?, 7%, 10%, 3%, -2%
